Screening data from PubChem BioAssay.
tim23-1 inh: tim23-1 yeast growth inhibition; S. cerevisiae tim23-1 growth, BacTiter-Glo luminescence, 24 h; inhibition, % at 20 µM; hit rate 1.3% among 330,000; AID 463212;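 active = growth inhibition of the mutant yeast at or above 50%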;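 also: temperature-sensitive mutant grown at 25 °C; plate controls were DMSO-treated mutant yeast for no effect and medium wells lacking yeast for full effect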
Mdm2 MdmX PPI: disrupts the human Mdm2-MdmX interaction; O15151+Q00987; SaOS-2 split-luciferase Mdm2/MdmX complementation, luminescence; inhibition, % at 8 µM; hit rate 3% among 330,000; AID 485346;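 active = inhibition of at least 50% at 8 µM in the primary screen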
NALP3 yeast inh: inhibitors of NALP3 inflammasome in yeast; Yeast reconstituted NLRP3/ASC/caspase-1, beta-gal luminescence, 24 h; inhibition, % at 10 µM; hit rate 0.39% among 330,000;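 active = inhibition of 50% or more; inactive = inhibition below 50%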;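 also: plate controls were induced DMSO wells for no effect and uninduced yeast grown without galactose for full effect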
GRIN3A LBD mod: modulators (binders) of human NR3A ligand-binding domain; NR3A LBD differential scanning fluorimetry, Tm shift; 0% = protein alone, 100% = glycine-bound protein; Tm shift relative to glycine control, % at 25 µM; hit rate 2.5% among 340,000;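 active = melting temperature shift of at least 10% of the positive control shift, at one fixed dose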
TIM10 inh: inhibits growth of TIM10 yeast strain; S. cerevisiae TIM10 strain growth, BacTiter-Glo luminescence, 24 h; inhibition, % at 10 µM; hit rate 1.4% among 330,000; AID 463195;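 active = inhibition of 40% or more at the single tested concentration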;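 also: wild-type TIM10 isogenic control strain grown at permissive 25 °C; 0% = DMSO yeast wells and 100% = minimal medium wells without yeast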
UPR XBP1 act: adaptive UPR (XBP1) activation. hit rate 0.33% among 330,000. AID 463104. activation, % at 20 µM. CHO-XBP1 luciferase reporter, IRE1-XBP1 UPR activation, luminescence; percent of tunicamycin response, DMSO as zero;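 active = versus positive control, 20 µM dose yields 30% or more activation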;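 also: 100% = tunicamycin at 10 µg/mL and 0% = DMSO only wells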
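Material: CHO cell line with stable XBP1 luciferase reporter; buffer or medium: F12 medium containing 10% fetal bovine serum; compound: single point, 20 µM final compound, 1% DMSO; incubation: 6 h treatment, 37 °C; measured by: glow luminescence from Steady-Glo reagent; evaluation: activation, % of tunicamycin; control set: tunicamycin high, DMSO low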
UPR CHOP act: activators of apoptotic arm of unfolded protein response (CHOP) | CHO-CHOP luciferase reporter, UPR activation, luminescence; percent of tunicamycin response over DMSO baseline | activation, % at 10 µM | hit rate 0.34% among 330,000;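 active = at 10 µM dose, activation of 40% or more, normalized to positive control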;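 also: 100% = tunicamycin at 10 µg/mL and 0% = DMSO alone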
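assay system = CHO CHOP reporter cells | amount = 500 CHO-CHOP cells per well | buffer or medium = F12 with 10% FBS | incubation = 16-18 h cell attachment, then 6 h compound exposure, 37 °C | detection = luminescence read with Steady-Glo | read-out = percent activation relative to tunicamycin control | controls = tunicamycin high control, DMSO low control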
APJ agonist: agonists of human APJ apelin receptor; CHO-K1 APJ PathHunter beta-arrestin, luminescence; 0% DMSO wells, 100% apelin; activation, % at 20 µM; hit rate 0.11% among 330,000;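 active = activation more than six SD over the plate average, tested at 20 µM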;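 also: 0% = DMSO alone and 100% = apelin-13 at 10 nM; some results filed as inactive read as strong as hits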
Target sequence (P35414 whole entry, looked up): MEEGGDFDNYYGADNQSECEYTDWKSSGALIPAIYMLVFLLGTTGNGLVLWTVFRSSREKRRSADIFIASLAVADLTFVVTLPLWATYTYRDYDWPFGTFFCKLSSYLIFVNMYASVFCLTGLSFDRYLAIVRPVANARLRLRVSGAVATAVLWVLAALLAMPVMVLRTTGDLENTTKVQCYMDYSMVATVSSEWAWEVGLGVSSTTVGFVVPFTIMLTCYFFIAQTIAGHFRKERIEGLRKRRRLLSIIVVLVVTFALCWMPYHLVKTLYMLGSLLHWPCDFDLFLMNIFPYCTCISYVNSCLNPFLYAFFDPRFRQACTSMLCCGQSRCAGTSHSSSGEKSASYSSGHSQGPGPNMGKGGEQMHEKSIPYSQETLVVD
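Assay system: CHO-K1 APJ beta-arrestin complementation cell line / Compound: single test compound dose, 20 µM final, 1% DMSO / Times: overnight seeding, 90 min compound at 25 °C, 1 h detection / Technique: beta-gal luminescence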
tim10-1 inh: tim10-1 yeast growth inhibition. S. cerevisiae tim10-1 ts strain growth, BacTiter-Glo, 24 h. inhibition, % at 20 µM. hit rate 2.2% among 330,000. AID 463190;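 active = inhibition of at least 40%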;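 also: mutant grown at 25 °C; 0% = DMSO wells with yeast and 100% = wells holding no yeast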
The depositor's hits bear a star; . = not tested or not shown.

SMILES	tim23-1 inh	Mdm2 MdmX PPI	NALP3 yeast inh	GRIN3A LBD mod	TIM10 inh	UPR XBP1 act	UPR CHOP act	APJ agonist	tim10-1 inh
CCOc1ccc(N2CC(C(=O)Oc3ccccc3)CC2=O)cc1 (stereo not drawn)	0	3	-1	1	-4	-2	1.1	5	-9
CC12CCCCC1NS(=O)(=O)OC2 (stereo not drawn)	15	6	16	-3	-5	3	0.6	6	8
COc1ccc(C(=O)Nc2ccc(Nc3ccccc3)cc2)cc1Br	9	2	3	24*	-3	-4	-2.6	0	-4
Cc1ccc2nc(NNC(=O)c3ccc(S(=O)(=O)N4CCc5ccccc5C4)cc3)sc2c1	23	74*	-1	4	-25	-3	-0.2	-1	-10
COc1ccc(/C=N/NC(=O)CNc2c(Br)cc(C)cc2Br)c(C(=O)O)c1OC	8	16	21	-1	17	-1	-1.4	-1	1
CC1(C)Cc2c(c(N3CCOCC3)nc3sc4c(NN)ncnc4c23)CS1	11	61*	6	-9	-9	8	3.5	-16	33
O=C(N/C(=C\c1cccc([N+](=O)[O-])c1)C(=O)N1CCOCC1)c1ccc([N+](=O)[O-])cc1	0	-10	1	-3	-4	-2	1.8	-1	21
N#CC1=C(N)Oc2c(O)cc3ccccc3c2C1c1ccsc1 (stereo not drawn)	13	-10	-4	12*	24	-1	-0.4	0	31
CCCCCC(=O)N1CC2(CC(c3cccc(NC(=O)[C@@H]4CCC(=O)N4)c3)=NO2)C[C@@H]1C(N)=O (stereo partly drawn)	-1	-10	7	0	-1	-1	0.4	-4	-17
Cc1cccc(C(=O)OCN2C(=O)c3ccccc3C2=O)c1[N+](=O)[O-]	25	9	13	-1	10	-2	0.9	6	33
FC(F)Sc1ccc(NC(=S)NCc2ccccc2)cc1	44	-18	17	12*	56*	-2	0.7	-3	48*
CCN1CCN(c2sc(S(C)(=O)=O)nc2S(=O)(=O)c2ccc(Cl)cc2)CC1	9	50	3	-3	3	-5	-1.7	-3	-9
Cc1ccc(NC(=O)N2CCc3ccccc32)cc1C	17	-202	32	-25	31	1	-1.1	-4	38
Cc1ccc(CN2CCN(/N=C\C=C\c3ccccc3)CC2)cc1	-14	13	32	1	-6	-4	-2.5	-3	21
CCCCn1c(SCC(=O)Nc2cccc(C)n2)nnc1-c1ccco1	-17	-2	1	1	2	-1	-0.8	-7	20
COc1ccc(C2CC(c3cccs3)=NN2c2ccccc2)cc1 (stereo not drawn)	7	-32	11	-2	5	-2	1.3	-6	19
COc1ccc(S(=O)(=O)NC2CC2)cc1Cl	15	23	13	2	-2	-4	-0.2	-3	5
NC(=O)c1cc2ccccc2oc1=NCc1ccccc1	46	8	41	-2	0	1	3.8	-2	17
COCCNC(=O)c1ccc2ccccc2n1	15	-6	19	-2	1	-1	0.8	0	-1
Cc1cnc(C(=O)OCC(=O)N(Cc2ccccc2)C(C)(C)C)cn1	14	-5	12	-1	5	-5	-0.2	-2	13
COc1cc([N+](=O)[O-])cc(/C=N/NC(=O)c2cc(C)nc3ccccc23)c1O	-11	40	8	-7	19	-1	-0.4	-2	18
O=C(CSc1ncn[nH]1)c1cc2ccccc2o1	-1	25	12	1	20	1	2.3	-3	-1
Cc1cn2c(=O)c(C(=O)N3CCN(c4ccccc4)CC3)cnc2s1	-2	12	11	-2	8	-2	1.5	5	14
O=C(Nc1ccc2nc(-c3ccco3)[nH]c2c1)c1ccco1	41	6	19	-2	54*	4	4.0	14	17

Twelve entries from above, arranged by number of heavy atoms, rising.
SMILES	tim23-1 inh	Mdm2 MdmX PPI	NALP3 yeast inh	GRIN3A LBD mod	TIM10 inh	UPR XBP1 act	UPR CHOP act	APJ agonist	tim10-1 inh
CC12CCCCC1NS(=O)(=O)OC2 (stereo not drawn)	15	6	16	-3	-5	3	0.6	6	8
COCCNC(=O)c1ccc2ccccc2n1	15	-6	19	-2	1	-1	0.8	0	-1
Cc1ccc(NC(=O)N2CCc3ccccc32)cc1C	17	-202	32	-25	31	1	-1.1	-4	38
FC(F)Sc1ccc(NC(=S)NCc2ccccc2)cc1	44	-18	17	12*	56*	-2	0.7	-3	48*
COc1ccc(C2CC(c3cccs3)=NN2c2ccccc2)cc1 (stereo not drawn)	7	-32	11	-2	5	-2	1.3	-6	19
COc1ccc(C(=O)Nc2ccc(Nc3ccccc3)cc2)cc1Br	9	2	3	24*	-3	-4	-2.6	0	-4
CCCCn1c(SCC(=O)Nc2cccc(C)n2)nnc1-c1ccco1	-17	-2	1	1	2	-1	-0.8	-7	20
CC1(C)Cc2c(c(N3CCOCC3)nc3sc4c(NN)ncnc4c23)CS1	11	61*	6	-9	-9	8	3.5	-16	33
COc1cc([N+](=O)[O-])cc(/C=N/NC(=O)c2cc(C)nc3ccccc23)c1O	-11	40	8	-7	19	-1	-0.4	-2	18
O=C(N/C(=C\c1cccc([N+](=O)[O-])c1)C(=O)N1CCOCC1)c1ccc([N+](=O)[O-])cc1	0	-10	1	-3	-4	-2	1.8	-1	21
Cc1ccc2nc(NNC(=O)c3ccc(S(=O)(=O)N4CCc5ccccc5C4)cc3)sc2c1	23	74*	-1	4	-25	-3	-0.2	-1	-10
CCCCCC(=O)N1CC2(CC(c3cccc(NC(=O)[C@@H]4CCC(=O)N4)c3)=NO2)C[C@@H]1C(N)=O (stereo partly drawn)	-1	-10	7	0	-1	-1	0.4	-4	-17

Other structures.
SMILES	tim23-1 inh	Mdm2 MdmX PPI	NALP3 yeast inh	GRIN3A LBD mod	TIM10 inh	UPR XBP1 act	UPR CHOP act	APJ agonist	tim10-1 inh
Cc1c(NC(=S)Nc2ccccc2)c(=O)n(-c2ccccc2)n1C	2	2	19	0	5	0	-0.7	-4	6
CC(C(=O)NC(=O)NC1CCCCC1)N1CCN(C(c2ccccc2)c2ccccc2)CC1 (stereo not drawn)	-3	-5	1	-1	13	-2	0.9	-4	16
COc1ccc(N(CC(=O)Nc2nccs2)S(=O)(=O)c2c(C)nn(C)c2C)cc1	17	-36	-1	2	-2	2	1.7	-5	12
CCOC(=O)NCc1ccc2c(c1)OCO2	-18	24	-17	-20	-4	1	-0.3	-4	-1
O=S(=O)(c1ccc(SCCOc2ccccc2)nc1)N1CCCC1	31	11	-2	2	-1	-2	0.1	0	21
CN1CCN(C(=O)CSc2nnc(COc3ccc(Cl)cc3)o2)CC1	13	15	25	0	-6	0	2.1	0	8
Cc1ccc(S(=O)(=O)N2CCN(C(=O)CC(C)n3nc(C)c(Cl)c3C)CC2)cc1 (stereo not drawn)	11	15	15	0	-8	14	0.9	0	21
Cc1ccc(C(=O)NC2CCCC(C)C2C)cc1S(=O)(=O)N1CCCCC1 (stereo not drawn)	24	23	7	21*	0	3	4.5	-2	14
COC(=O)c1c(NC(=O)CN2CCN(c3ccccc3OC)CC2)c2c(C)cccc2n1C	-12	27	-2	.	11	-2	3.3	-1	-7
c1cnc(N2CCN(Cc3c[nH]c4ccccc34)CC2)nc1	13	4	6	0	4	2	7.5	-5	7
O=C1CC[C@H](OCc2ccccc2)CCN1[C@H](CSc1ccccc1)Cc1ccccc1	23	9	2	-5	15	0	2.9	-2	36
Cc1ccc(C2N=C(N)Nc3nc4ccccc4n32)cc1 (stereo not drawn)	6	10	3	0	24	5	1.6	-1	16
O=C(NCc1ccc(F)cc1)C1CCN(S(=O)(=O)c2ccc(Br)s2)CC1	22	29	9	-5	9	-3	1.8	-1	19
CCOC(=O)CNC(=O)CSc1nc2cccnc2n1C1CCCCC1	16	-13	-10	1	-4	-1	-1.2	0	12
Cc1ccc(C(=O)OCC(=O)Nc2ccccc2Cl)c(O)c1	4	-42	-21	0	3	2	2.9	-6	21
COc1ccc(CCn2c(N)cc(=O)[nH]c2=S)cc1OC	-5	-25	10	-1	-15	-1	0.4	5	-14
Cc1cc(C)c(OCC(=O)OCC(=O)NCc2cccs2)c(C)c1	-11	18	12	2	2	-3	1.6	2	-5
CCOc1ccc(S(=O)(=O)n2ccc(C)n2)cc1	-8	15	25	0	3	-4	-0.8	0	-11
COc1ccccc1CC(=O)O/N=C(\N)c1cccc([N+](=O)[O-])c1	23	-6	19	2	9	2	-1.7	9	25
CC(=O)/C=N/Nc1ccccc1	4	-15	14	-1	-6	0	0.6	-4	4
O=C(CC1C[C@H](C(=O)N2CCCCC2)[C@@]2(CCc3ccccc3)c3[nH]c4ccccc4c3CCN2C1=O)NCc1cccc(C(F)(F)F)c1 (stereo partly drawn)	11	38	5	4	-1	4	19	-2	4
COc1ccc2[nH]c3c(c2c1)CCN1C(=O)C(CC(=O)NCCCN(C)C)C[C@H](C(=O)N2CCCCC2)[C@@]31CCc1ccccc1 (stereo partly drawn)	29	33	.	-1	12	-1	2.2	.	13
O=S(=O)(NC1CCCC1)c1ccc(S(=O)(=O)N(Cc2cccs2)CC2CCCO2)cc1 (stereo not drawn)	25	8	4	-27	6	-3	-1.1	-2	4
COc1cc(C(CCN2CCCC2)c2c(OC)cc(OC)c3ccc(=O)oc23)cc(OC)c1OC (stereo not drawn)	1	-7	17	-1	7	0	-1.6	5	3
COc1ccc(C(=O)OCCc2cc3ccccc3c(=O)o2)cc1	33	-40	49	4	-28	0	1.3	-2	1
Cc1c(Cl)cccc1NC(=S)NCc1ccccc1Cl	25	23	37	-3	9	-1	-0.1	-1	38
Cc1cc(NC(=O)CCC(=O)N(c2ccccc2F)C(C(=O)NC2CCCC2)c2ccccc2)no1 (stereo not drawn)	9	-19	12	-4	-2	2	-0.9	0	3
C=CCOc1ccc(/C=C/C(=O)OCC(=O)NNC(=O)c2ccccc2F)cc1	-5	11	11	-1	1	-3	-0.9	-5	-14
CCOC(=O)C1=C(O)/C(=C\c2ccc(O)c(OCC)c2)N=C1C	3	-12	-6	-6	-4	-1	1.5	3	14
Cc1cc(NC(=O)c2ccccc2)n(-c2ccccc2)n1	10	-5	-9	-1	11	-1	-1.8	-3	-3
Cc1c(C(=O)Nc2ccccc2)sc2nc(-c3ccccc3)cn12	38	-38	40	26*	19	0	5.0	2	25
N#Cc1cc(-c2ccccc2)oc1NC(=O)c1ccco1	21	3	-28	1	13	-1	0.4	0	11
CN(C)c1ccc(CN(CC2CCCO2)C(=O)c2cccs2)cc1 (stereo not drawn)	29	12	13	0	21	0	0.2	3	30
COC(=O)c1sccc1S(=O)(=O)Nc1ccc(Cl)cc1	2	6	-4	-1	17	-1	-0.8	-6	4
